Bioassay records from PubChem.
LmPK inh: qHTS Assay for Inhibitors of Leishmania Mexicana Pyruvate Kinase (LmPK); Q27686; purified LmPK, Kinase-Glo ATP luminescence, 1 h; Potency, µM (highest dose often 57.5 µM), without a hit: at the highest dose activity change, negative = inhibition, usual class: inhibitors; 290,000 compounds, 0.37% hits; AID 1721, 2009; also: potency is read from the fitted curve at half-maximal effect
Target sequence (Q27686 whole entry, looked up): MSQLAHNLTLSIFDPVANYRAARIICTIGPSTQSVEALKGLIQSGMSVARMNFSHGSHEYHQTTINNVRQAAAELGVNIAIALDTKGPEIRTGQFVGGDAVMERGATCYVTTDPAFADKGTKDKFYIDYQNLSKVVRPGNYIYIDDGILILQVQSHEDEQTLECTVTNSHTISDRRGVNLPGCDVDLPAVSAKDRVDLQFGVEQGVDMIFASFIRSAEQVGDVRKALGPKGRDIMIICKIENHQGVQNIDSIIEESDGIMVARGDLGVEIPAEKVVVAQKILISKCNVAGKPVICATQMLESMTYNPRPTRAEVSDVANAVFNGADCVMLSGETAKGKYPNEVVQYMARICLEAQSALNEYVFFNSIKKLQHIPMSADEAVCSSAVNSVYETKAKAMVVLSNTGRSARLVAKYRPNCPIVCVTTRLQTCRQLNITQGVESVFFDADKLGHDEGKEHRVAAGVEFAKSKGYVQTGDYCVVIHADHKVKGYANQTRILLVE
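Purified LmPK (0.1 nM) with 0.5 mM PEP and 0.1 mM ADP in imidazole buffer pH 7.2 with MgCl2/KCl, 1 h at room temperature. ATP formed was read by luciferase luminescence and normalized to no-enzyme and uninhibited controls.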
AmpC inh no detg: qHTS Inhibitors of AmpC Beta-Lactamase (assay without detergent). P00811. AmpC nitrocefin hydrolysis, absorbance 480 nm, 0.0001% Triton. Potency, µM (top dose mostly 57.1 µM), without a hit: top-dose activity change, negative = inhibition, actives largely listed as inhibitors. 330,000 compounds, 0.52% hits. AID 485341, 2010;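 also: potency is read from the fitted curve at half-maximal effect; plate controls were no compound for no effect and no enzyme for full effect; nearly all actives have a fitted effect of over 20% in size; some results filed as inactive show a strong effect at the top dose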
Target sequence (P00811 whole entry, looked up): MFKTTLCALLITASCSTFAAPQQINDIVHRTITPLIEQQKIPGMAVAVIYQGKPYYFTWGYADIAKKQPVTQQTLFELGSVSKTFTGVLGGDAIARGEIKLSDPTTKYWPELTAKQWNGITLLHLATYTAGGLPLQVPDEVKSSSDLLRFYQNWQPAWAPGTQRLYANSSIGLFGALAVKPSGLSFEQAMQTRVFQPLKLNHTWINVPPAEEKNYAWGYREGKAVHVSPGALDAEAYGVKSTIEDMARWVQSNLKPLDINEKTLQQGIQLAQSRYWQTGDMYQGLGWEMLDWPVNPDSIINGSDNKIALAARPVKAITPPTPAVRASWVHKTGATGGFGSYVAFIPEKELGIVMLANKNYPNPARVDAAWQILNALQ
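AmpC (5.3 nM in the dispensed reagent) in 20 mM phosphate pH 7.0 with 0.01% (detergent screen) or 0.0001% Triton X-100 was preincubated with compounds for 15 min at room temperature. Nitrocefin was then added from an 800 uM solution, and hydrolysis was followed at 480 nm.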
TbPYK inhibitor: qHTS of Trypanosoma Brucei Inhibitors | pyruvate kinase (Trypanosoma brucei), Q57TT1 | TbPYK enzyme, Kinase-Glo Plus ATP luminescence, 45 min | Potency, µM (top dose mostly 76.8 µM), for inactives: top-dose activity, negative = inhibition, usual class: inhibitors | 410,000 compounds, 0.12% hits | AID 624173, 2012; also: potency is read from the fitted curve at half-maximal effect; nearly all actives have a fitted effect of over 50% in size
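Activity of T. brucei pyruvate kinase was followed by Kinase-Glo Plus luminescence after the enzyme reacted 45 min at room temperature with 130 uM ADP (final) and substrate. Test compounds were added before ADP at multiple concentrations.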
AmpC detergent: qHTS Inhibitors of AmpC Beta-Lactamase (assay with detergent); P00811; AmpC hydrolysis of nitrocefin, absorbance 480 nm, 0.01% Triton; Potency, µM (series often up to 114 µM), for the others: top-dose activity change, negative = inhibition, hits mostly inhibitors; 370,000 compounds, 0.041% hits; AID 485294, 2010;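 also: potency is read from the fitted curve at half-maximal effect; 0% = no-compound wells and -100% = no-enzyme wells; nearly all actives have a fitted effect of over 25% in size; some results filed as inactive show a strong effect at the top dose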
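20 mM phosphate pH 7.0 + 0.01% (detergent screen) or 0.0001% Triton X-100; 5.3 nM AmpC reagent; cpd preinc 15 min RT; nitrocefin (800 uM stock) to start; A480 q20 s × 4 min; Activity was normalised to no-enzyme and no-compound control wells.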
HCMV antiviral: qHTS Assay for inhibitors of the human cytomegalovirus (HCMV) | activity change, negative = inhibition, % at 57.5 µM | 410,000 compounds, 4.5% hits | HFF cells, HCMV-luciferase reporter, 72 h; active compounds read low; in the data active = activity change below about -60%; inconclusive = no clear call, values can overlap the other calls; inactive = above about -39%
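Cell-based, HFFs, 1000 cells/well, 16 h 37C; cpds in DMSO + HCMV-luc, MOI 1 PFU/cell; 72 h 37C; OneGlo luminescence after 5 min RT; norm. to buffer vs Salinomycin 10uM.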
HCV inh: qHTS Assay for Inhibitors of Hepatitis C Virus (HCV); Huh7.5.1 HCVcc-Cre infection, luciferase reporter, 44 h; Potency, µM (doses to about 41.8 µM), without a hit: top-dose activity change, negative = inhibition, hits mostly inhibitors; 340,000 compounds, 3.4% hits; also: potency is read from the fitted curve at half-maximal effect
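Whole-lifecycle infectious HCVcc-Cre system; cells 1,000/well, compound then virus (~0.5 moi) added 4 h after plating, 44 h culture. Luciferase read 15 sec following 15 min substrate incubation, room temp.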
AMA1 RON2 block: qHTS for Inhibitors of AMA1-RON; Towards Development of Antimalarial Drug Lead: Primary Screen | AlphaScreen AMA1-biotinylated RON2 peptide binding | Potency, µM (titrated, usually from 58.2 µM), without a hit: top-dose activity change, negative = inhibition, hits mostly inhibitors | 360,000 compounds, 0.2% hits | AID 720542, 2013;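 also: potency is read from the fitted curve at half-maximal effect; 0% = vehicle wells and -100% = peptide control; nearly all actives have a fitted effect of over 45% in size; some results filed as inactive show a strong effect at the top dose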
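AMA1 (3D7) with his tag at 25 nM final met compounds first, then biotinylated RON2 peptide at 25 nM; detection used donor plus acceptor beads, 10 µg/mL apiece, read by AlphaScreen after 30 min at room temperature.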
Starred values were filed as active, the others as inactive; ? = inconclusive; · = no result given; [ ] = dose if it differs, or a comment. Unless noted, calls follow the shape of the dose curve; as a rule, active = well fitted curve in the direction sought with a large enough effect; inconclusive = small, poorly fitted or top-dose-only effect, or another doubt; inactive = no such curve, though single readings can be large; an effect the other way counts as inactive or inconclusive. Unless noted, % is scaled to controls: 0 for no effect and ±100 for the full control effect.

SMILES	LmPK inh	AmpC inh no detg	TbPYK inhibitor	AmpC detergent	HCMV antiviral	HCV inh	AMA1 RON2 block
Cc1c(C(=O)NCc2ccccc2C(F)(F)F)sc(=O)n1Cc1ccc2ccccc2c1	·	·	-0.2%	·	-70.9*	·	-12.9%
CS(=O)c1ccccc1-c1nc(-c2cccc(Cl)c2)no1 (stereo not drawn)	2.1%	150.9%[activator]	-6.9%	1.1%	12.3	?	2.3%
CC/C(=N\NC(=O)c1cc(C2CC2)[nH]n1)c1ccccc1	4.1%	-39.8%	-9.4%	-12.2%	-26.6	6.9%	-6.5%
COc1cc(/C=N/NC(=O)c2cc(C)n(-c3ccc(F)cc3)c2C)cc(OC)c1O	-3.3%	-45.1%	-19.8%	-14.3%	?	-15.5%	30.2%[activator]
CCOC(=O)C(=CNNc1ccccc1)C(=O)OCC	3.6%	1.2%	-0.7%	5.9%	64.7	26.3%	?
COc1cccc(N2CCN(Cc3nnnn3C3CCCCC3)CC2)c1	0.1%	109.1%[activator]	-9.7%	-5.0%	-26.1	9.2%	15.4%
CC(C)OCCCNC(=O)CCCC(=O)Nc1ccc(OCCc2ccccc2)cc1	-6.5%	187.8%[activator]	-21.2%	?	9.6	4.1%	3.9%
CC1CCCN(C(=O)CN2C(=O)C(C)Oc3ccccc32)C1 (stereo not drawn)	-9.0%	2.5%	-0.1%	-1.7%	-31.0	5.7%	17.7%
CC(=O)Nc1ccc(S(=O)(=O)NCCSCc2c(Cl)cccc2Cl)cc1	0.7%	-19.2%	-2.5%	0.8%	?	?	-8.4%
CCCn1c(SCC(=O)c2c(N)n(C3CC3)c(=O)[nH]c2=O)nc2cc(S(N)(=O)=O)ccc21	·	-23.7%	-12.3%	5.7%	-27.8	30.8%[activator]	4.3%
CC(=O)NCCNC(=O)CCCc1nnc2n(CCC(C)C)c(=O)c3sccc3n12	·	·	-9.2%	20.4%	-28.3	·	·
COc1ccc(NC(=S)N2CCC(c3nc4ccccc4[nH]3)CC2)c(OC)c1	-1.0%	-3.7%	-3.5%	11.5%	9.3	-0.7%	-4.2%
Cc1cccc(NC(=O)C(=O)NCC(c2cccnc2)N2CCN(Cc3ccccc3)CC2)c1 (stereo not drawn)	·	·	-4.4%	18.4%	-32.3	·	·
COc1cc(NC(=O)c2cc(CC(C)C)on2)c(OC)cc1Cl	-2.7%	?	-5.4%	-5.9%	38.5	14.8%	2.2%
COCCNC(=O)CCCn1c(=O)c2cc(OC)c(OC)cc2n(CC(=O)Nc2ccc(C)c(F)c2)c1=O	-1.8%[11.5 µM]	-13.9%	2.5%	2.9%	-34.9	?	-14.7%
Cc1onc(-c2ccccc2)c1C(=O)NCC(O)c1ccccc1 (stereo not drawn)	1.7%	-0.5%	1.3%	6.5%	84.2	11.6%	-3.6%
CC(C)c1ccc(NS(=O)(=O)c2ccc3nc(-c4ccccc4)[nH]c3c2)cc1	·	·	-3.7%	14.8%	-7.9	·	·
O=C(c1ccc([N+](=O)[O-])o1)N1CCCCCC1	·	-13.4%	1.5%	·	6.0	-21.2%	-4.6%
CC(=O)Nc1ccc(S(=O)(=O)N2CCC(N3CCCC3)CC2)cc1	-5.1%	-2.7%	8.6%	7.6%	?	?	9.2%
COc1ccccc1CNC(=O)C(=O)NCC(c1cccnc1)N1CCN(c2ccccc2)CC1 (stereo not drawn)	·	·	0.7%	-2.1%	-16.9	·	·
CC(C)CCN(C)c1ccc(/C=N/n2cnnc2)cc1	-11.5%	-11.9%	4.3%	-0.3%	-23.4	-2.7%	-4.0%
CCC(C)N(C(=O)COC(=O)CNC(=O)c1sc2ccccc2c1Cl)C1CCS(=O)(=O)C1 (stereo not drawn)	0.3%	129.6%[activator]	3.0%	-2.5%	-8.4	7.9%	-2.5%
Cc1ccc(S(=O)(=O)c2c(C)c(C)c(C)[nH]c2=O)cc1	0.7%	-25.0%	4.0%	-5.2%	?	14.4%	2.0%
COc1cc2c(cc1OC)C(c1cccc([N+](=O)[O-])c1)N(C(=O)c1ccc(F)cc1)CC2 (stereo not drawn)	3.9%	0.2%	-4.4%	-0.6%	54.2	?	-10.5%
CCC(CC)C(=O)c1c[nH]c(C(=O)NC2CCCCCC2)c1	0.9%	-19.5%	0.8%	-3.9%	39.8	-8.7%	-1.8%
CCC(C)Oc1cccc(OCCCCN2C(=O)NC(C)(C)C2=O)c1 (stereo not drawn)	3.6%	103.5%[activator]	-3.8%	?	-5.9	?	5.4%
CC(=O)Nc1ccc(S(=O)(=O)NC(C)C(=O)OCCOc2ccc(F)cc2)cc1 (stereo not drawn)	·	-24.4%	0.0%	?	26.3	?	0.7%
Oc1ccc(C[C@@H]2CNCCN2CCc2cc(C(F)(F)F)cc(C(F)(F)F)c2)cc1	·	81.6%[activator]	2.6%	-5.5%	12.2	?	0.0%
Nc1ccc(C(=O)Nc2nccs2)cc1	-20.3%	-17.5%	-4.1%	-4.8%	13.2	14.5%	20.6%
O=C(COc1coc(CN2CCN(c3ccccc3)CC2)cc1=O)Nc1ccccc1F	·	4.6%	-0.4%	-7.0%	-9.5	?	-4.4%

Nothing new here: an excerpt of the list.
SMILES	LmPK inh	AmpC inh no detg	TbPYK inhibitor	AmpC detergent	HCMV antiviral	HCV inh	AMA1 RON2 block
O=C(c1ccc([N+](=O)[O-])o1)N1CCCCCC1	·	-13.4%	1.5%	·	6.0	-21.2%	-4.6%
CC(=O)Nc1ccc(S(=O)(=O)N2CCC(N3CCCC3)CC2)cc1	-5.1%	-2.7%	8.6%	7.6%	?	?	9.2%

Next structures follow:
SMILES	LmPK inh	AmpC inh no detg	TbPYK inhibitor	AmpC detergent	HCMV antiviral	HCV inh	AMA1 RON2 block
Cc1ccc(C)c(N2CCN(C(=O)CCC(=O)N3CCOc4ccc(Cl)cc43)CC2)c1	-0.7%	116.5%[activator]	8.5%	7.5%	-80.2*	10µM*	-1.9%
CN1C(=O)/C(=C\C(=O)c2cccs2)c2ccccc21	-1.0%	-2.4%	-12.6%	1.3%	-99.5*	12.9%	?
Cc1oc(/N=C/c2cccc3ccccc23)c(C#N)c1C	7.9%	-4.9%	-13.9%	-14.3%	17.6	6.8%	-8.6%
CCOC(=O)c1[nH]c2ccc(F)cc2c1NC(=O)c1cc(OC)c(OC)c(OC)c1	2.8%	68.5%[activator]	-10.6%	-3.8%	32.4	?	4.2%
COc1ccc(Nc2nc3[nH]c(=O)cc(O)c3s2)cc1	2.1%	-46.6%	-1.1%	0.9%	-25.3	4.3%	-0.9%
CNC(=O)OCN1C(=O)C2CC=CCC2C1=O (stereo not drawn)	·	·	-7.2%	·	-5.6	-4.8%	15.0%
O=C(NCc1ccc2c(c1)OCO2)C(=O)NCC1OCCCN1S(=O)(=O)c1ccc(F)cc1 (stereo not drawn)	-4.1%	0.4%	1.0%	-3.0%	14.1	-0.7%	11.8%
CCNC(=O)NC(=O)C(C)Sc1ncc(C(F)(F)F)cc1Cl (stereo not drawn)	0.0%	-8.8%	3.4%	-8.9%	-30.7	1.7%	0.0%
Cc1cc2cc(CNC(=O)C(C)Oc3ccccc3)ccc2n1C (stereo not drawn)	4.4%	-4.7%	3.4%	3.0%	4.7	-5.6%	-11.7%
CC(C)CN(CC(C)C)S(=O)(=O)N1CCC(C(=O)N2CCc3ccccc3C2)CC1	4.2%	-19.4%	-3.2%	?	-18.7	5.1%	23.5%
O=C(NNC(=O)c1cc2ccccc2oc1=O)c1ccccc1[N+](=O)[O-]	-8.4%	1.9%	3.7%	5.6%	41.1	11.1%	23.9%
Cc1ccc(C(=O)Cc2ccccc2)c(O)c1	·	·	3.3%	·	?	-12.8%	19.0%
Cc1ccc(NC(=O)CCNS(=O)(=O)c2ccc3[nH]c(=O)oc3c2)cc1C	-0.1%	-46.7%	-1.7%	2.9%	-8.1	10.7%	2.2%
Cc1cc(C(=O)COC(=O)Cn2c(C(F)(F)F)nc3ccccc32)c(C)n1Cc1ccco1	5.0%	0.9%	-5.0%	-4.8%	-13.0	-0.5%	-10.7%
C=C1CCN([C@@H](Cc2ccccc2)C(=O)NC2CCN(Cc3ccccc3)CC2)S(=O)(=O)c2ccccc21	·	·	0.0%	·	-17.7	3.8%	1.5%
O=C(CNC(=O)c1ccc(Br)cc1)N/N=C/c1cccnc1	-3.1%	-30.0%	1.2%	-2.0%	-22.9	-5.0%	8.4%
Clc1ccc(C(c2ccccc2)c2c[nH]c3ccccc23)s1 (stereo not drawn)	·	·	-0.9%	16.3%	-66.6*	·	·
CN(Cc1ccccc1)C(=O)c1ccccc1-c1ccccc1	-3.2%	-0.7%	0.2%	-0.1%	-31.0	5.1%	-5.8%
Cc1ccc(OCC(O)CNC2CCCC2)cc1C (stereo not drawn)	6.4%	-2.7%	1.5%	4.3%	-2.4	-10.5%	0.9%
Cc1ccc(C)c(-c2nc3ccc(N)cc3[nH]2)c1	-16.4%	-15.1%	1.7%	2.9%	25.7	?	11.4%
NC(=O)NC(=O)COC(=O)[C@H](Cc1ccccc1)NC(=O)c1cccs1	-7.8%	-19.5%	-1.8%	-3.9%	?	4.6%	-0.1%
CC(/C=C(\NC(=O)c1ccccc1)C(=O)N=Nc1c(O)[nH]c2ccc(C)cc12)=C\c1ccccc1	-3.0%	-42.1%	-14.6%	-12.4%	-28.1	?	4.0%
Cc1ccc(-c2n[nH]c3c2C(c2ccccc2)N(c2ccc(C(=O)O)cc2)C3=O)cc1 (stereo not drawn)	-0.1%	-39.7%	-0.2%	3.3%	-13.6	7.9%	14.3%
O=C(NCCc1nc(-c2ccc(F)cc2)no1)c1ccc(F)cc1	·	-3.3%	2.8%	?	-4.6	-6.2%	-3.0%
O=C(NCCC(=O)N1CCN(c2ncccn2)CC1)c1ccccc1	-2.3%	-22.5%	-3.3%	?	13.5	17.2%	-4.0%
CCOC(=O)CSC1=C(C#N)C(c2ccc(C)cc2)C2=C(CCCC2=O)N1 (stereo not drawn)	-1.2%	-7.4%	-6.1%	-8.7%	?	-6.1%	1.9%
COc1ccc(CC(=O)NCC(c2ccc(N(C)C)cc2)N2CCOCC2)cc1OC (stereo not drawn)	·	·	-2.9%	15.2%	-10.8	·	·
